F508del corr = CFTR F508del correction in bronchial cells; 0.36% of 350,000 active; CFBE cells, YFP halide quenching; stimulated with forskolin plus potentiator P3; % fluorescence drop versus neutral controls; activity (quench increase), % at 7.58 µM;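 active = mean added fluorescence quench of at least 8% versus neutral control, with both replicates also reaching 8%; inconclusive = only one of the mean or replicate conditions met; inactive = mean below 8% and not both replicates reaching 8%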;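 note: cells transiently co-express mutant CFTR-F508del with the halide-sensitive YFP; corrector assay measuring rescue of mutant channel to the surface after 24 h compound exposure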
Xi reactivation = activators of X-chromosome reactivation in mouse fibroblasts; 0.055% of 360,000 active; activation, % at 7.58 µM; XiGFP mouse fibroblasts, % GFP-positive cells imaging, 3 d; cells co-treated with 5-aza-dC sensitizer; scaled so ellipticine positive control = 100%;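 active = mean normalized replicate activation at least 10% and every replicate at or above 10%; inconclusive = only one of the two criteria met; inactive = mean below 10% and not all replicates reach 10%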;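 note: 0% = median of on-plate neutral control wells and 100% = ellipticine 6 µM median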
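material = 68-5-11 XiGFP fibroblast line | medium = DMEM plus 5-aza-dC sensitizer | schedule = 3 days compound exposure | benchmarks = positive control ellipticine, 6 µM final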
E-selectin induc = E-selectin induction on HUVECs; HUVEC E-selectin immunofluorescence imaging; normalized: neutral wells 0, TNF-alpha wells 100; activation, % at 7.58 µM; 0.37% of 260,000 active; AID 686992;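 active = mean E-selectin-positive cell signal at least 10% of the positive control, reached in at least 60% of replicates, without over 20% cell loss; inconclusive = no rule given, readout overlaps actives, possibly toxicity-flagged; inactive = the rest, including those meeting only one limit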;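 note: in these data hits start at about 27%; measured in HUVEC primary endothelial cells; signal is the percent of cells scored E-selectin positive by PE staining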
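Assay system: HUVEC primary endothelial cells. Input: 3,000 HUVEC seeded per well. Doses: one compound dose added by pin transfer. Read-out basis: % PE-positive cells. Benchmarks: TNF-alpha high, DMSO low. Detection: immunofluorescence imaging. Buffer or medium: EGM-2, gelatin.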
INS-1E GSIS act = GLuc luminescence reporter in INS-1E cells, primary screen for activators of glucose-dependent secretion of insulin; INS-1E GLuc reporter insulin secretion, 2-3 h; activation, % at 16.6 µM; 0.61% of 370,000 active; AID 743287;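 active = lowest replicate activation of at least 40%, so every replicate reaches that level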;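 note: 0% = median of neutral control wells and 100% = median of IBMX positive control wells; some compounds called inactive have numbers as strong as hits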
RAD52 inh = inhibitors of human RAD52 DNA annealing; P43351; recombinant RAD52 DNA annealing, FRET fluorescence; inhibition, % at 18.7 µM; 0.46% of 360,000 active;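 active = every replicate showing at least 50% inhibition; inconclusive = mean inhibition at least 50% but not in every replicate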
DENV2 CPE = inhibitors of DENV2 cytopathic effect; 1.7% of 350,000 active; AID 651640; CPE inhibition, % at 9.99 µM; DENV2-infected cells, cytopathic effect rescue, plate reader; in the data active = CPE inhibition above about 20%, passing the limit was not always enough; inconclusive = no clear call, values can overlap the other calls; tested in BHK-21 cells;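 note: 0% = median of neutral control wells and 100% = median of positive control wells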
RAD54 inh = inhibitors of human RAD54 branch migration; 0.14% of 360,000 active; RAD54 Holliday junction branch migration, FAM/BHQ fluorescence; inhibition, % at 10.4 µM; Q92698;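 active = mean normalized replicate activity at least 40 and at least half of replicates scoring 40 or more; inconclusive = only one of the two criteria met; inactive = mean below 40 and under half of replicates reaching 40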;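 note: 0% = median of neutral control wells and 100% = median of positive control wells; inhibitors cause a drop in the FAM fluorescence signal; in these data hits start at about 50%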
Target sequence (Q92698 whole entry, looked up): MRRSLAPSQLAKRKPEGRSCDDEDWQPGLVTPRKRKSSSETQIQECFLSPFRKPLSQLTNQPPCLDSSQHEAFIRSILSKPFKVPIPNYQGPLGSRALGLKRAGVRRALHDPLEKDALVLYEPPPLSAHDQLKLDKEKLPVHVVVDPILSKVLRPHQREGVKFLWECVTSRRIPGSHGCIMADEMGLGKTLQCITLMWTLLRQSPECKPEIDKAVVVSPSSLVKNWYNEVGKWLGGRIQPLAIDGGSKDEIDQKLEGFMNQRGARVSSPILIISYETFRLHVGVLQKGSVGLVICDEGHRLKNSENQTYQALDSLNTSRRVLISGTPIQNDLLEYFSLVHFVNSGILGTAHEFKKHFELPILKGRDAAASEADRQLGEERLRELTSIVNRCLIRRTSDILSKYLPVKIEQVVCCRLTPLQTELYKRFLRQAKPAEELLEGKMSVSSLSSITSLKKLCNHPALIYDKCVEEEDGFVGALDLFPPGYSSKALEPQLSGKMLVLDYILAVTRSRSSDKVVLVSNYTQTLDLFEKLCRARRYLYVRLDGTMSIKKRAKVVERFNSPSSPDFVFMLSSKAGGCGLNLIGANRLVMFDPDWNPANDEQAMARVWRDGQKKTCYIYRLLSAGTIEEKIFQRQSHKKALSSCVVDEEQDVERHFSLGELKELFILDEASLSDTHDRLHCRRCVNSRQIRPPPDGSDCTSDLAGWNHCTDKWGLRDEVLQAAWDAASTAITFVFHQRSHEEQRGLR
CASP6 VEID inh = blocks human caspase-6 cleavage activity; P55212; purified caspase-6, Z-VEID-R110 cleavage fluorescence; inhibition, % at 12.5 µM; 0.53% of 350,000 active; AID 686996;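 active = mean inhibition across replicates at least about 35%, with every replicate also reaching that limit, limit read from the data; inconclusive = only one of the two criteria met; inactive = neither criterion met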;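 note: 0% = median of neutral control wells and 100% = no fluorescence left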
Target sequence (P55212 24-179 limits assumed): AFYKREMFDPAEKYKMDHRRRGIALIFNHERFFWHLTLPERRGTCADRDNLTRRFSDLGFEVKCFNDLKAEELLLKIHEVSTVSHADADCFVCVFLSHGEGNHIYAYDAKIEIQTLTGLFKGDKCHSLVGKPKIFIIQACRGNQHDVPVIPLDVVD
Target sequence (P55212 194-293 limits assumed): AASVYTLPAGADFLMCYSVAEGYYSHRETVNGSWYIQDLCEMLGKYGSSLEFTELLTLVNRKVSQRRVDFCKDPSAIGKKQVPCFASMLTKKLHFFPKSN
An asterisk follows results filed as active; ? = inconclusive; nt = no result given.

SMILES	F508del corr	Xi reactivation	E-selectin induc	INS-1E GSIS act	RAD52 inh	DENV2 CPE	RAD54 inh	CASP6 VEID inh
O=C(CN1CCN(C(c2ccccc2)c2ccccc2)CC1)NCc1ccccc1	-3.3	0.0	-1.2	-11	-2	-2	2	-1
CC(C)(C)c1ccc(OCC(=O)O/N=C(\N)c2ccncc2)cc1	-2.2	0.2	nt	-51	-14	-12	-11	2
CCCNC(=O)NC(=O)CSc1nc2ccccc2c(=O)n1Cc1ccncc1	-0.2	0.0	-0.1	-1	-16	4	9	2
COc1ccccc1OCCn1c(SCC(N)=O)nc2ccccc21	3.5	0.0	nt	12	-9	4	14	20
O=C(/C=C/[C@H]1O[C@@H](n2cnc3c(NC(=O)c4ccccc4)ncnc32)[C@H](O)[C@@H]1O)NCC(c1ccccc1)c1ccccc1	-1.1	0.1	0.2	-14	-10	-2	4	-1
Cc1ccc(C2(C)NC(=O)N(CC(=O)N3CCN(S(=O)(=O)c4cccc(F)c4)CC3)C2=O)cc1 (centres undefined)	4.3	0.3	0.4	-24	-4	3	-4	0
C[C@H]1CN([C@@H](C)CO)C(=O)c2cc(C#Cc3cccnc3)cnc2O[C@@H]1CN(C)Cc1ccncc1	3.4	-0.3	-3.7	2	nt	-3	10	nt
CN(Cc1ccccc1)c1c([N+](=O)[O-])c(=O)n(C)c2ccccc12	1.6	0.1	nt	4	-7	0	nt	3
CCCN(CC(=O)Nc1ccccc1C)C(=O)Cc1c[nH]c2ccccc12	1.1	0.0	2.7	-27	-1	-7	-3	1
CCCCN1C(=O)/C(=C/C=C2\SCCN2C)SC1=S	3.4	0.3	38*	0	-25	4	nt	nt
CC(C)(C)c1csc(NC(=O)CS(=O)(=O)c2ccccc2)n1	-1.7	0.2	nt	-9	-2	0	2	-1
COCCCn1c(C)csc1=Nc1cccnc1	nt	-0.2	0.4	-23	-10	2	nt	-1
COC(=O)Cn1ncc(N(C)Cc2ccccc2)c(Cl)c1=O	0.5	0.3	13	-7	-8	-1	-5	-3
C[C@H](CO)N1C[C@H](C)[C@@H](CN(C)C(=O)Nc2cccc3ccccc23)Oc2ccc(NS(=O)(=O)c3cn(C)cn3)cc2CC1=O	-3.7	0.0	-1.1	10	-17	5	-1	-6
Fc1ccccc1CSc1ncnc2c1ncn2C1CCCCO1 (centres undefined)	3.3	0.1	4.3	-2	-6	4	0	-2
COc1ccc(-c2nc(C)ncc2-c2ccccc2)c(O)c1	0.1	0.0	nt	5	-8	-3	9	-2
CCOC(=O)c1cnc2nc[nH]n2c1=O	4.2	0.0	0.0	4	6	0	11	-12
C[C@H](CO)N1C[C@H](C)[C@@H](CN(C)C(=O)CC2CC2)Oc2cc(C#CC3CC3)ccc2S1(=O)=O	-0.2	-1.1	0.2	-7	12	-2	0	-4
COc1ccc(-c2c(-c3ccccc3OC)oc3ccccc23)cc1F	-2.0	0.1	0.0	4	-4	-6	6	-2
CCCNC(=O)c1c(O)c2c([nH]c1=O)CCCC2	1.0	0.0	nt	2	-11	-1	-4	-3
CSc1ccccc1C(=O)OCC(=O)N1CCCCCC1	1.6	0.1	-0.1	1	-17	2	-1	-1
C[C@@H]1CN([C@H](C)CO)S(=O)(=O)c2ccc(-c3ccncc3)cc2O[C@@H]1CN(C)S(C)(=O)=O	1.6	0.1	0.1	6	13	4	-4	3
COc1ccc(CCN(C)CC(=O)Nc2cc(C)nc3ccccc23)cc1OC	2.4	0.0	0.4	-1	-10	-3	15	-2
O=C(CCNS(=O)(=O)c1ccc(F)c(F)c1)NCCN1CCOCC1	-1.0	0.0	-0.2	-3	-16	-2	-3	-2
COc1ccc(-c2cnc3c(NC(C)=O)cc(-c4ccc(S(C)(=O)=O)cc4)cn23)cc1OC	5.0	0.1	0.0	nt	-27	-8	-5	3
The listing continues:
SMILES	F508del corr	Xi reactivation	E-selectin induc	INS-1E GSIS act	RAD52 inh	DENV2 CPE	RAD54 inh	CASP6 VEID inh
Cn1cc(/C=N/NC(=O)COc2ccccc2[N+](=O)[O-])c2ccccc21	nt	0.1	nt	-10	2	5	nt	0
COCCNC(=O)C[C@@H]1CC[C@@H]2[C@H](COC[C@@H](O)CN2Cc2cccc(-c3ccncc3)c2)O1	0.9	0.3	0.0	2	5	2	-17	0
O=C(NN1CCOCC1)c1cc(-c2cccc(Cl)c2)nc2ccccc12	0.1	nt	nt	4	-14	nt	nt	0
COc1ccc(COC(=O)CN2C(=O)NC3(CC(C)CC(C)(C)C3)C2=O)cc1F (centres undefined)	5.9	0.0	nt	nt	6	-2	nt	-3
CCOc1ccc(C(=S)NC2CCCCC2)cc1OC	-1.6	nt	nt	-7	-15	-3	11	2
CC1(C)CC(=O)N(CC(=O)NC2CCCC2)c2ccccc2S1(=O)=O	-1.5	0.2	-0.1	-5	-1	-4	-5	-1
COc1ccc(Br)cc1S(=O)(=O)NCCCN1CCOCC1	-5.6	0.0	0.2	-4	-4	nt	nt	-4
C[C@H]1CN([C@@H](C)CO)C(=O)Cc2cc(NS(=O)(=O)c3cn(C)cn3)ccc2O[C@H]1CN(C)Cc1ccc2c(c1)OCO2	2.0	0.2	-0.2	19	nt	-2	-3	nt
Cc1ccc(/C=N/c2sc3c(c2C(N)=O)CCCC3)o1	0.2	-0.4	1.3	16	-11	5	2	3
CC(C)C(=O)Nc1ccc2c(c1)C(=O)N(C)[C@@H]1CC[C@@H](CC(=O)NCc3ccccc3)O[C@@H]1CO2	-1.4	-0.1	-0.1	-4	11	7	-41	1
C/C(=N\NC(=O)c1ccc(CSc2nncn2C)cc1)c1ccc(Cl)cc1	2.6	0.1	1.0	18	-18	4	nt	0
C/C(=N/NC(=O)CN1CCN(Cc2ccccc2Cl)CC1)c1cccnc1	-0.4	0.2	-0.1	6	-9	0	6	-2
COc1ccccc1NS(=O)(=O)c1cc(NC(=O)C2CCCO2)ccc1C (centres undefined)	-3.3	-0.1	nt	4	-4	6	-6	2
CN(C)/N=C/c1cc(Cl)cc([N+](=O)[O-])c1O	-2.4	0.0	5.9	5	-3	?	-4	-2
O=C(NCc1ccc(Cl)cc1)c1ccc2ccccc2n1	-0.3	0.0	nt	5	-1	3	-3	1
O=C(CN(Cc1ccccc1)S(=O)(=O)c1ccc(Br)cc1)N/N=C/c1ccccc1C(=O)O	0.3	0.1	-2.4	0	-10	8	-1	-3
C[C@H]1CN([C@@H](C)CO)C(=O)c2cc(-c3ccc(F)cc3)cnc2O[C@@H]1CN(C)Cc1cncnc1	-0.4	-1.4	1.0	3	14	-10	-3	-2
Cc1cc(C)n2nc(C(=O)OCC(=O)N3C(C)CCCC3C)nc2n1 (centres undefined)	1.8	0.0	0.2	16	-3	1	-8	0
COc1ccc(S(=O)(=O)Nc2cccc3c2O[C@H](CN(C)Cc2ccc4c(c2)OCO4)[C@H](C)CN([C@@H](C)CO)C3=O)cc1	2.4	-0.8	-5.6	-5	8	1	-3	1
O=C1NC(Cc2cnc[nH]2)C(=O)N2CCCC12 (centres undefined)	-2.9	nt	nt	5	2	-5	nt	-1
COc1ccc(-n2c(=O)c3ccccc3n(CC(=O)NCc3ccco3)c2=O)cc1	-2.3	4.7	-0.1	10	-9	1	-6	0
Cc1cc2nc(CO)[nH]c2cc1C	-1.2	0.0	0.0	-3	-8	8	-2	-3
C[C@@H]1CCCCO[C@H](CN(C)C(=O)c2ccccc2)[C@H](C)CN([C@@H](C)CO)C(=O)c2cc(NS(=O)(=O)c3ccccc3)ccc2O1	1.8	-0.1	nt	-19	3	-5	0	2
O=C(O)c1cc(-c2ccc(Cl)cc2)n(-c2ccc(F)cc2)n1	2.6	0.2	nt	4	-7	4	-1	1
CCCCc1c(-c2ccccc2OC)ncn1CCc1ccc(Cl)cc1	-1.5	-0.2	0.0	16	-6	-4	nt	5
COc1ccc2c3c(n(C)c2c1)[C@@H](CO)N(Cc1ccc(F)cc1)CC31CN(CC2CCOCC2)C1	-0.4	0.3	-0.2	-1	nt	99*	nt	nt
COC(=O)CCCC1=CC2=C(c3ccccc3)C(=O)C(C)(OC(=O)C3CCCC3)C(=O)C2=CN1c1ccc(OC)cc1 (centres undefined)	1.8	0.0	-0.3	-6	4	10	2	0
CCCn1cc(SCC(=O)NCc2ccc3c(c2)OCO3)c2ccccc21	5.5	0.0	nt	-14	-9	17	-8	1
CNC[C@H]1OCCCC[C@H](C)Oc2ccc(NC(=O)CCC(F)(F)F)cc2C(=O)N([C@H](C)CO)C[C@@H]1C	-1.7	-0.2	0.2	0	nt	nt	nt	nt

An excerpt of these results, with values under each structure.
Values run as follows: F508del corr	Xi reactivation	E-selectin induc	INS-1E GSIS act	RAD52 inh	DENV2 CPE	RAD54 inh	CASP6 VEID inh
- Cn1cc(/C=N/NC(=O)COc2ccccc2[N+](=O)[O-])c2ccccc21
  nt	0.1	nt	-10	2	5	nt	0
- COCCNC(=O)C[C@@H]1CC[C@@H]2[C@H](COC[C@@H](O)CN2Cc2cccc(-c3ccncc3)c2)O1
  0.9	0.3	0.0	2	5	2	-17	0
- O=C(NN1CCOCC1)c1cc(-c2cccc(Cl)c2)nc2ccccc12
  0.1	nt	nt	4	-14	nt	nt	0
- COc1ccc(COC(=O)CN2C(=O)NC3(CC(C)CC(C)(C)C3)C2=O)cc1F (centres undefined)
  5.9	0.0	nt	nt	6	-2	nt	-3
- CCOc1ccc(C(=S)NC2CCCCC2)cc1OC
  -1.6	nt	nt	-7	-15	-3	11	2
- CC1(C)CC(=O)N(CC(=O)NC2CCCC2)c2ccccc2S1(=O)=O
  -1.5	0.2	-0.1	-5	-1	-4	-5	-1
- COc1ccc(Br)cc1S(=O)(=O)NCCCN1CCOCC1
  -5.6	0.0	0.2	-4	-4	nt	nt	-4
- C[C@H]1CN([C@@H](C)CO)C(=O)Cc2cc(NS(=O)(=O)c3cn(C)cn3)ccc2O[C@H]1CN(C)Cc1ccc2c(c1)OCO2
  2.0	0.2	-0.2	19	nt	-2	-3	nt
- Cc1ccc(/C=N/c2sc3c(c2C(N)=O)CCCC3)o1
  0.2	-0.4	1.3	16	-11	5	2	3
- CC(C)C(=O)Nc1ccc2c(c1)C(=O)N(C)[C@@H]1CC[C@@H](CC(=O)NCc3ccccc3)O[C@@H]1CO2
  -1.4	-0.1	-0.1	-4	11	7	-41	1
- C/C(=N\NC(=O)c1ccc(CSc2nncn2C)cc1)c1ccc(Cl)cc1
  2.6	0.1	1.0	18	-18	4	nt	0
- C/C(=N/NC(=O)CN1CCN(Cc2ccccc2Cl)CC1)c1cccnc1
  -0.4	0.2	-0.1	6	-9	0	6	-2
